# Source: PubChem BioAssay (National Center for Advancing Translational Sciences (NCATS))
# Giardia FBPA inh: Giardia lamblia aldolase inhibition; 290,000 tested, 0.71% active; A8B2U2; Potency, µM (top dose mostly 59.6 µM), inactives show at the top dose activity, negative = inhibition, actives largely listed as inhibitors; purified Giardia FBPA; also: potency is read from the fitted curve at half-maximal effect; nearly all actives have a fitted effect of over 55% in size
# Target sequence (A8B2U2 whole entry, looked up): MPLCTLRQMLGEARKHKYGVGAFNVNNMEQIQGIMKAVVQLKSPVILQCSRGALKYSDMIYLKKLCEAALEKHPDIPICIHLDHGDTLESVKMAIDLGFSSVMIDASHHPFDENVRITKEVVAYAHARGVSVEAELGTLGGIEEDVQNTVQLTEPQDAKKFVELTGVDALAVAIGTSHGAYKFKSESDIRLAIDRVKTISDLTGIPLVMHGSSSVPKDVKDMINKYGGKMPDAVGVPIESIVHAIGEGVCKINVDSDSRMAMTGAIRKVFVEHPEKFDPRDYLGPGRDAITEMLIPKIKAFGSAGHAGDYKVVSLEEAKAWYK
#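 40 nM FBPA preincubated 10 min at RT with compound (up to 57.5 uM final), then substrate plus GAPDH/TPI/NAD/arsenate coupling and diaphorase/resazurin added. Fluorescence read after 20 min at RT, 525/598 nm.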
# AmpC detergent: blocks E. coli AmpC beta-lactamase in detergent assay; AmpC hydrolysis of nitrocefin, absorbance 480 nm, 0.01% Triton; Potency, µM (top dose mostly 114 µM), for the others: at the top dose activity change, negative = inhibition, usual class: inhibitors; 370,000 tested, 0.041% active; AID 485294;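 also: potency is read from the fitted curve at half-maximal effect; 0% = no-compound wells and -100% = no-enzyme wells; nearly all actives have a fitted effect of over 25% in size; some results filed as inactive show a strong effect at the top dose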
# Target sequence (P00811 whole entry, looked up): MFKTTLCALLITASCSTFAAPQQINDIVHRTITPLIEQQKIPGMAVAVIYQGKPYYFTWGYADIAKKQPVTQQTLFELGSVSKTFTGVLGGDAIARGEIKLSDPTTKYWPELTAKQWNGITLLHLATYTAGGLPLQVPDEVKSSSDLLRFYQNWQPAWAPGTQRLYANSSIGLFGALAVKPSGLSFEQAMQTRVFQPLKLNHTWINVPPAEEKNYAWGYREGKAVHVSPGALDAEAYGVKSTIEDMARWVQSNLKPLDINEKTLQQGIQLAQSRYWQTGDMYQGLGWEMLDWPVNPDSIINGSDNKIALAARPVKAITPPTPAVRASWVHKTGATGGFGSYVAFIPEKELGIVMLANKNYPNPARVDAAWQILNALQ
#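 AmpC (5.3 nM in the dispensed reagent) in 20 mM phosphate pH 7.0 with 0.01% (detergent screen) or 0.0001% Triton X-100 was preincubated with compounds for 15 min at room temperature. Nitrocefin was then added from an 800 uM solution, and hydrolysis was followed at 480 nm.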
# AMA1-RON2 inh: disrupts binding of P. falciparum AMA1 to RON2; AlphaScreen AMA1-biotinylated RON2 peptide binding; Potency, µM (series often up to 58.2 µM), for inactives: top-dose activity change, negative = inhibition, hits mostly inhibitors; AID 720542; 360,000 tested, 0.2% active;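 also: potency is read from the fitted curve at half-maximal effect; 0% = vehicle wells and -100% = peptide control; nearly all actives have a fitted effect of over 45% in size; some results filed as inactive show a strong effect at the top dose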
#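 AMA1 (3D7) with his tag at 25 nM final met compounds first, then biotinylated RON2 peptide at 25 nM; detection used donor plus acceptor beads, 10 µg/mL apiece, read by AlphaScreen after 30 min at room temperature.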
# Sm TGR block: S. mansoni TGR enzyme inhibition. Q962Y6. purified TGR, DTNB reduction, TNB absorbance 405 nm. Potency, µM (doses to about 114 µM), for inactives: at the top dose activity change, negative = inhibition, hits mostly inhibitors. 360,000 tested, 3% active; also: potency is read from the fitted curve at half-maximal effect; nearly all actives have a fitted effect of over 60% in size
#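 TGR 20 nM + NADPH 100 uM (dispensed conc.), cpd preinc 15 min RT; start with NADPH (500 uM addition) then DTNB (15 mM addition). Kinetic TNB absorbance, 405 nm filter. Four-parameter Hill fit across titration.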
# AmpC no deterg: blocks E. coli AmpC beta-lactamase in detergent-free assay | 330,000 tested, 0.52% active | AmpC nitrocefin hydrolysis, absorbance 480 nm, 0.0001% Triton | P00811 | Potency, µM (top dose mostly 57.1 µM), without a hit: at the highest dose activity change, negative = inhibition, usual class: inhibitors;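 also: potency is read from the fitted curve at half-maximal effect; plate controls were no compound for no effect and no enzyme for full effect; nearly all actives have a fitted effect of over 20% in size; some results filed as inactive show a strong effect at the top dose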
#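 AmpC (5.3 nM in the dispensed reagent) in 20 mM phosphate pH 7.0 with 0.01% (detergent screen) or 0.0001% Triton X-100 was preincubated with compounds for 15 min at room temperature. Nitrocefin was then added from an 800 uM solution, and hydrolysis was followed at 480 nm.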
# HCMV inh: blocks human cytomegalovirus replication; 410,000 tested, 4.5% active; HFF cells, HCMV-luciferase reporter, 72 h; hits give low values; activity change, negative = inhibition, % at 57.5 µM; AID 1259415; in the data active = activity change below about -60%; inconclusive = no clear call, values can overlap the other calls; inactive = above about -39%
#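 Two compound doses tested in HFFs infected with HCMV-luciferase, MOI 1 PFU/cell, 72 h at 37C. Lysate luminescence read with OneGlo; data normalized against buffer-only and 10uM Salinomycin inhibitor controls.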
# Starred values were filed as active, the others as inactive; ? = inconclusive; · = not tested or not shown; & = joins results of further samples; [ ] = another dose, or the depositor's remark. Unless noted, calls follow the shape of the dose curve; as a rule, active = well fitted curve in the direction sought with a large enough effect; inconclusive = small, poorly fitted or top-dose-only effect, or another doubt; inactive = no such curve, though single readings can be large; an effect the other way counts as inactive or inconclusive. Unless noted, % is scaled to controls: 0 for no effect and ±100 for the full control effect.
SMILES,Giardia FBPA inh,AmpC detergent,AMA1-RON2 inh,Sm TGR block,AmpC no deterg,HCMV inh
CC(=O)c1c(N2CCN(c3ccc(F)cc3)CC2)nc(=S)n(-c2ccccc2)c1C,-10%,?,?,3%,73%[activator],-33
COc1ccc(N2CC(O)(c3ccc(C)cc3)[N+]3=C2CCCC3)cc1 (stereo unspecified),3%,-4%,1%,1%,-24%,22
COc1ccc2c(c1)[nH]c1c(=O)n(Cc3ccncc3)cnc12,0%,2%,-3%,-2%,-18%,100
Cc1nc(SCC(=O)c2ccccc2)[nH]c(=O)c1Oc1ccc(Cl)cc1,9%,11%,-2%,7%,-36%,-1
Cn1c(CCc2ccccc2)nnc1SCC(=O)N1CCOCC1,4%,1%,4%,-1%,-17%,1
CCCCCOc1ccc(C(=O)CCC(=O)NNC(=O)c2ccncc2)cc1,·,-7%,97%[activator],-3%,39%,-32
CCOc1cc(/C=N/NC(=O)C(=O)NCCCOC(C)C)cc(Br)c1O,1%,5%,1%,-14%,-1%,19
CCOC(=O)c1c(C)oc2c1c(CN1CCN(C(=O)OCC)CC1)c(O)c1ccccc12,?,-6%,?,0.56µM*,0%,134
COc1ccc(-n2nc3cc(C)c(NC(=O)COc4cccc(C)c4)cc3n2)cc1,·,9%,·,1%,·,34
COC(=O)c1sccc1NC(=S)N(C)C1CCCCC1,-1%,2%,-6%,4%,-19%,-26
C/C(=N\NC(=O)COc1cccc(Cl)c1)c1ccc2c(c1)OCCO2,1%,-6%,10%,1%,-32%,20
O=C(CCNC(=O)c1ccccc1Cl)Nc1nccs1,1%,1%,4%,-3%,-5%,·
COC(=O)c1ccc(C2c3c(oc4cc(C)c(C)cc4c3=O)C(=O)N2c2ccccn2)cc1 (stereo unspecified),·,19%,·,?,·,-4
CCOC(=O)c1ccc(NC(=O)CN2C(=O)CC(c3ccc(C)c(C)c3)=Nc3ccccc32)cc1,·,3%,·,-10%,·,18
Cc1nnc(SCC(=O)NC(=O)NCc2ccco2)s1,0%,0%,0%,-11%,-21%,36
CC(C)N(CCc1ccncc1)C(=S)Nc1cccc(Cl)c1,1%,7%,-3%,61%[activator],13%,-27
C=CCNC(=O)CSCc1ccc(Br)cc1,1%,0%,?,-20%,-15%,7
Clc1ccc(Cl)c(-c2nc(-c3ccncc3)no2)c1,2%,-12%,6%,13%,-15%,124
Cc1cc2ccccc2n2c(SCC(=O)N3CCN(C(=O)c4ccco4)CC3)nnc12,6%,-1%,·,-3%,-6%,·
COc1cccc(NC(=O)c2oc3ccc(S(=O)(=O)N4CCCCCC4)cc3c2C)c1,·,7%,·,5%,·,-20
CCN1CCN(c2nc3c(C)cccn3c(=O)c2/C=C(\C#N)C(=O)NCCCOC)CC1,0%,-9%,-3%,0%,-4%,-35
CC1(c2ccc(O)cc2)NC(=O)N(c2ccccc2)N1 (stereo unspecified),3%,?,8%,-4%,-5%,-16
Cc1ccc(OCC(=O)Nc2ccc3c(c2)nc(CCN2CCC(C)CC2)n3C)cc1,-7%,-8%,0%,0%,18%,-70*
O=C(CSc1nnc2ccccn12)Nc1ncc(Cl)cc1Cl,3%,?,0%,0%,-9%,114
CC1CCN(C(=O)C2CCN(C(=O)c3ccc(C(C)(C)C)cc3)CC2)CC1,0%,-10%,2%,-5%,105%[activator],-5

# 3 structures out of the list, ordered by heavy-atom count, lowest first:
SMILES,Giardia FBPA inh,AmpC detergent,AMA1-RON2 inh,Sm TGR block,AmpC no deterg,HCMV inh
O=C(CCNC(=O)c1ccccc1Cl)Nc1nccs1,1%,1%,4%,-3%,-5%,·
CCOC(=O)c1c(C)oc2c1c(CN1CCN(C(=O)OCC)CC1)c(O)c1ccccc12,?,-6%,?,0.56µM*,0%,134
CCOC(=O)c1ccc(NC(=O)CN2C(=O)CC(c3ccc(C)c(C)c3)=Nc3ccccc32)cc1,·,3%,·,-10%,·,18

# Continuation.
SMILES,Giardia FBPA inh,AmpC detergent,AMA1-RON2 inh,Sm TGR block,AmpC no deterg,HCMV inh
Nc1nc(SCC(=O)Nc2ccccc2C(F)(F)F)[nH]c(=O)c1-c1ccccc1,5%,2%,-3%,·,-20%,-23
CCS(=O)(=O)c1cccc(C(=O)N2CCN(c3nc4c(C)ccc(Cl)c4s3)CC2)c1,·,-2%,·,-1%,·,?
CSCCC(NC(=O)c1ccc([N+](=O)[O-])cc1Cl)C(=O)OCC(=O)N1CCN(C(C)=O)CC1 (stereo unspecified),·,?,7%,-2%,0%,-24
CC1CCCN(C(=O)CCCC(=O)N2CCCC(C)C2)C1 (stereo unspecified),·,2%,-18%,0%,0%,-7
O=S(=O)(Nc1ccncc1)c1ccc(Cl)c(Cl)c1,-11%,-11%,-1%,-18%,-1%,51
O=C(CN1C(=O)C(=O)N(C2CCCC2)C1=O)Nc1ccc(OC(F)F)cc1,·,-1%,2%,-2%,-6%,-1
O=C(CN1C(=O)C2C3C=CC(C3)C2C1=O)OCC(=O)c1ccccc1 (stereo unspecified),-4%,1%,-15%,4%,-9%,-20
CCNC(=O)Cn1c(-c2cccs2)cc2ccccc21,·,0%,·,1%,·,-6
COc1cccc(/C=N/NC(=O)c2ccc(COc3ccc(Cl)cc3Cl)o2)c1,1%,5%,-4%,4%,-5%,56
COc1ccccc1OCCC(=O)Nc1cccc(S(=O)(=O)N2CCCCC2)c1,7%,-5%,7%,-10%,-32%,-4
COc1ccc(CCN(C)CC(O)COC(c2ccc(F)cc2)c2ccc(F)cc2)cc1OC (stereo unspecified),-6%,2%,-8%,-3%,128%[activator],3
CC(C)CNC(=O)c1cc(-c2ccc(Br)cc2)on1,0%,-2%,4%,0%,-15%,112
CCC/C=C1/CCCOC(C(=O)NCc2cc(C)n(C)n2)(C(F)(F)F)C1 (stereo unspecified),0%,·,8%,·,·,15
COc1ccc(/C=C/c2nnc(NC(=O)COc3cccc(C)c3)s2)cc1,-1%,?,9%,10%,-28%,-19
CC(=O)Nc1cccc(NC(=O)C2CC3CCC2C3)c1 (stereo unspecified),-11%,?,1%,5%,-18%,-5
CCCc1cc2c(=O)c(-c3ccc4c(c3)OCCO4)coc2cc1OS(C)(=O)=O,-8%,-2%,14%[2.32 µM],5%,-20%,-60*
CN1CCN(NC(=O)COc2cccc(C(F)(F)F)c2)CC1,2%,-17%,-20%,-2%,-7%,-37
CCN(CC)c1ccc(C=Nc2ccc(N(C)C)cc2)c(O)c1,?,3%,-29%,-20%,-19%,?
CN(CC(=O)Nc1ccccc1Br)C(=O)CNC(=O)c1ccc(Oc2ccccc2)cc1,·,-1%,-2%,-1%,98%[activator],-63*
COc1ccc2oc(C(=O)OCC(=O)/C(C#N)=C(\C)N)c(C)c2c1,5%,2%,-16%,1%,-23%,4
CC1=C(C)C(=O)N(c2ccccn2)C1=O,-9%,?,3%,6%,-10%,8
OCCN1CCN(CC(O)COCc2ccc3c(c2)OCO3)CC1 (stereo unspecified),-10%,6%,5%,0%,-13%,49
CC1CCCCC1NC(=O)COC(=O)c1cccn1C (stereo unspecified),·,3%,10%,-1%,-5%,-26
C/C(=N\NC(=O)CSCc1ccc(Cl)cc1)c1ccc2c(c1)OCCO2,1%,-7%,55%[activator],7%,-58%,-36
C=CCn1c(SCCC)nc2sc3c(c2c1=O)CCc1ccccc1-3,-12%,-13%,-17%,1%,-28%,21

# Molecules shown so far with a cyano group:
SMILES,Giardia FBPA inh,AmpC detergent,AMA1-RON2 inh,Sm TGR block,AmpC no deterg,HCMV inh
CCN1CCN(c2nc3c(C)cccn3c(=O)c2/C=C(\C#N)C(=O)NCCCOC)CC1,0%,-9%,-3%,0%,-4%,-35
COc1ccc2oc(C(=O)OCC(=O)/C(C#N)=C(\C)N)c(C)c2c1,5%,2%,-16%,1%,-23%,4

# (next part)
SMILES,Giardia FBPA inh,AmpC detergent,AMA1-RON2 inh,Sm TGR block,AmpC no deterg,HCMV inh
CCOc1ccc(N/C=C/C(=O)c2ccc(OC)c(OC)c2)cc1,-8%,-1%,2%,-17%,59%,127
O=C(Nc1c2c(nn1-c1ccc(Cl)cc1)CS(=O)(=O)C2)c1ccccc1F,·,0%,·,-1%,·,-8
CCn1c(=S)sc2c(=O)n(-c3ccccc3)c(SC)nc21,-6%,-1%,-2%,-28%,-9%,-61*
COc1ccc(C2c3c(oc4ccc(Cl)cc4c3=O)C(=O)N2CCCN(C)C)cc1OC (stereo unspecified),·,6%,·,4%,·,-17
CCN(CC(=O)Nc1ccc(OC)cc1)C(=O)C1CCN(C(=O)c2ccc(Cl)cc2)CC1,·,-3%,107%[activator],-18%,93%[activator],-31
Cc1ccccc1NC(=O)C1Cc2ccccc2C(=O)O1 (stereo unspecified),2%,-2%,-2%,0%,-13%,-16
CC(NC(=O)c1ccc2nc(Cc3ccccc3)oc2c1)c1ccccc1 (stereo unspecified),·,12%,·,3%,·,-10
COCc1cc(=O)[nH]c(Nc2nc(C)c3ccccc3n2)n1,-8%,-1%,-17%,-6%,-14%,-102*
CCOc1ccc(-c2cc3nc(C4CCN(C(=O)OC(C)(C)C)CC4)c(C(=O)Nc4ccc(C(=O)OC)cc4)cn3n2)cc1,·,0%,·,0%,·,24
O=C(Cc1cccs1)N(CC1CCCO1)C1(C(=O)NC2CCCC2)CCCCC1 (stereo unspecified),8%,?,-7%,2%,-3%,-24
CC(C)NCC(O)COc1ccc(CCOCC2CC2)cc1 (stereo unspecified),3%&-6%&-12%&-1%,?,-3%,-15%&-1%&-3%,-3%&-9%&-31%,-37
CCOC(=O)CSc1nc(CC)nc2ccccc12,1%,-16%,10%,0%,-3%,-16
Cc1cc(C)c(-c2cc(C(F)(F)F)no2)c(=O)[nH]1,1%,-14%,2%,-27%,-10%,-16
NC(=O)c1nc(N2CCOCC2)nc(N2CCOCC2)n1,0%,-13%,-13%,-1%,-8%,47
Cc1ccc(S(=O)(=O)NCCCNS(=O)(=O)c2ccccc2)cc1,13%,-13%,-2%,-8%,-22%,-19
CCOC(=O)N1CCC(NC(=O)c2cc(S(=O)(=O)N3CCCC3)cn2C)CC1,-1%,-8%,12%,-30%,18%,-8
CC(C)c1ccc(NC(=O)c2cc3c(=O)n(C)c4ccccc4c3n2C)cc1,-5%,10%,-4%,34%,15%,-23
O=C(CCSCc1cccc(Cl)c1)NCc1ccc(F)cc1Cl,·,-3%,·,5%,·,-24
CS(=O)(=O)c1ccc(C(=O)OCC(=O)NC2CCS(=O)(=O)C2)cc1[N+](=O)[O-] (stereo unspecified),2%,-1%,-5%,·,-5%,14
CCOc1ccc(-c2cc(NC(=O)Cn3ncc4c3-c3ccccc3OC4)on2)cc1OCC,4%,?,12%,-5%,-8%,21
Cc1cc(Cl)ccc1OCC(=O)NCC(c1cccs1)N1CCOCC1 (stereo unspecified),·,?,-4%,0%,138%[activator],-72*
CC(=O)Nc1cc(C(C)(C)C)c(O)c(C(C)(C)C)c1,-7%,1%,-3%,?,2%,-1
Cc1c(C(=O)NC(C(C)C)C(C)C)cccc1[N+](=O)[O-],-1%,-13%,-1%,2%,-20%,5
C[C@@H](NC(=O)[C@@H]1Cc2ccccc2CN1C(=O)OC(C)(C)C)C(=O)NC1CCCCC1,·,0%,13%,4%,96%[activator],19
